Screens from PubChem BioAssay.
EBI2 antag – blocks human EBI2 receptor beta-arrestin signaling | P32249 | EBI2 beta-arrestin recruitment, luminescence, 7a,25-OHC stimulated | inhibition, % at 5 µM | 360,000 compounds, 0.81% hits; in the data active = inhibition above about 38%;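 note: enzyme fragment complementation signal reports receptor beta-arrestin coupling in cells; 0% = agonist plus DMSO wells and 100% = wells without agonist; some results beyond the cut were filed as inactive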
APJ ag – APJ receptor agonism; P35414; CHO-K1 APJ PathHunter beta-arrestin, luminescence; 0% DMSO wells, 100% apelin; activation, % at 20 µM; 330,000 compounds, 0.11% hits; AID 2520;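 active = activation more than six SD over the plate average, tested at 20 µM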;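 note: 0% = DMSO alone and 100% = apelin-13 at 10 nM; some results filed as inactive read as strong as hits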
Target sequence (P35414 whole entry, looked up): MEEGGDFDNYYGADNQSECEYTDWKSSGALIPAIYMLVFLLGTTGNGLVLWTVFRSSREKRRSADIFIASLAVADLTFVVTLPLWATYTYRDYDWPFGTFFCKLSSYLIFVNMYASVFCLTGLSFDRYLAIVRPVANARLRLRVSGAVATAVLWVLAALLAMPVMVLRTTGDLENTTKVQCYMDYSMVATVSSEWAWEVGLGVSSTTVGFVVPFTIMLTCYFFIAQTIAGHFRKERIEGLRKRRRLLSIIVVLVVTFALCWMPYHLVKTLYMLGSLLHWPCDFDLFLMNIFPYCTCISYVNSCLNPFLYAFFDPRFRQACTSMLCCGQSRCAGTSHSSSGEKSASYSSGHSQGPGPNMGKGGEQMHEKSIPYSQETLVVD
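Test system: CHO-K1 APJ beta-arrestin complementation cell line | Compound: Single test compound dose, 20 µM final, 1% DMSO | Incubation: Compound 90 min 25 °C, reagent 1 h | Measured by: beta-gal luminescence | Read-out basis: APJ–arrestin association signal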
CCR6 antag – CCR6 (human) receptor antagonism. P51684. CHO-K1 CCR6 PathHunter beta-arrestin, luminescence, CCL20-stimulated. inhibition, % at 20 µM. 340,000 compounds, 0.49% hits. AID 493098;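 active = compounds whose inhibition of the agonist-driven luminescence signal at 20 µM reaches about 50%, limit read from the data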;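 note: cells stimulated with CCL20 at 14 nM final; plate controls were DMSO with CCL20 for no effect and DMSO without agonist for full effect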
Target sequence (P51684 whole entry, looked up): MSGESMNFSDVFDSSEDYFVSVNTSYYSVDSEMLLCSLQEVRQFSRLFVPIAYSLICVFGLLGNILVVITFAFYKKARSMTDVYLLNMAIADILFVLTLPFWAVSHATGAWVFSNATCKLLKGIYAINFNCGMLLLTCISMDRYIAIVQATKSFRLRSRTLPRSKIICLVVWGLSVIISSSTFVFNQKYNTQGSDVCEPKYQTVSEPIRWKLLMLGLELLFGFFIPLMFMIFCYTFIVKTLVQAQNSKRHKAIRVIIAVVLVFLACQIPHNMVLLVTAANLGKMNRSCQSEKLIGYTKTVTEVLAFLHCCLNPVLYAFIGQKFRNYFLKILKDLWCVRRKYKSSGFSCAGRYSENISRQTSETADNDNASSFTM
tim23-1 inh – tim23-1 yeast growth inhibition | S. cerevisiae tim23-1 growth, BacTiter-Glo luminescence, 24 h | inhibition, % at 20 µM | 330,000 compounds, 1.3% hits | AID 463212;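 active = growth inhibition of the mutant yeast at or above 50%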;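 note: temperature-sensitive mutant grown at 25 °C; plate controls were DMSO-treated mutant yeast for no effect and medium wells lacking yeast for full effect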
UPR XBP1 act – activators of adaptive arm of unfolded protein response (XBP1) | 330,000 compounds, 0.33% hits | CHO-XBP1 luciferase reporter, IRE1-XBP1 UPR activation, luminescence; percent of tunicamycin response, DMSO as zero | activation, % at 20 µM;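 active = versus positive control, 20 µM dose yields 30% or more activation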;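 note: 100% = tunicamycin at 10 µg/mL and 0% = DMSO only wells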
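Material: CHO cell line with stable XBP1 luciferase reporter; buffer or medium: F12 medium containing 10% fetal bovine serum; compound: single point, 20 µM final compound, 1% DMSO; incubation: 6 h treatment, 37 °C; measured by: glow luminescence from Steady-Glo reagent; evaluation: activation, % of tunicamycin; control set: tunicamycin high, DMSO low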
APJ antag – blocks the human apelin receptor APJ | inhibition, % at 20 µM | CHO-K1 APJ beta-arrestin complementation, luminescence | P35414 | AID 2521 | 330,000 compounds, 0.32% hits;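 active = inhibition above about 40% at 20 µM, limit read from the data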;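 note: cells challenged with 10 nM apelin-13 agonist together with compound; plate controls were apelin-13 plus DMSO wells for no effect and DMSO wells lacking apelin-13 for full effect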
Mdm2-MdmX inh – inhibitors of human Mdm2/MdmX interaction; 330,000 compounds, 3% hits; SaOS-2 split-luciferase Mdm2/MdmX complementation, luminescence; inhibition, % at 8 µM;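 active = inhibition of at least 50% at 8 µM in the primary screen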
CXCR6 block – blocks human CXCR6 beta-arrestin recruitment | AID 602244 | CHO-K1 PathHunter CXCR6 beta-arrestin, luminescence | inhibition, % at 20 µM | 360,000 compounds, 0.36% hits; in the data active = inhibition above about 34%, passing the limit was not always enough;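 note: antagonist mode with CXCL16 agonist at 10 nM final; 0% = 10 nM CXCL16 with DMSO and 100% = unstimulated wells without agonist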
Target sequence (O00574 whole entry, looked up): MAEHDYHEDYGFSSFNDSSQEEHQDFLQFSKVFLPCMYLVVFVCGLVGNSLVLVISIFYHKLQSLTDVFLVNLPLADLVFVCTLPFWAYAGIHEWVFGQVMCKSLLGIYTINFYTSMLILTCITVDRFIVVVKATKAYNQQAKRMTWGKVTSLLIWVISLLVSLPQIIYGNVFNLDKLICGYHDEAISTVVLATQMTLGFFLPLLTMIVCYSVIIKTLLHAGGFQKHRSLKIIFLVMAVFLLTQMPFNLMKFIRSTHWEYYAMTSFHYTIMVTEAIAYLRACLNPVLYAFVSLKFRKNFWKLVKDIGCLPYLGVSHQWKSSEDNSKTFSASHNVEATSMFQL
CHOP UPR activ – apoptotic UPR (CHOP) activation; CHO-CHOP luciferase reporter, luminescence; percent of tunicamycin response over DMSO baseline; activation, % at 10 µM; 330,000 compounds, 0.34% hits;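 active = at 10 µM dose, activation of 40% or more, normalized to positive control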;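 note: 100% = tunicamycin at 10 µg/mL and 0% = DMSO alone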
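Material: CHO-CHOP cells, stable luciferase reporter of PERK-eIF2a-CHOP signalling; quantity: 500 reporter cells seeded per well; buffer or medium: F12 medium containing 10% fetal bovine serum; compound: one dose, 10 µM in 0.5% DMSO; incubation: 6 h compound treatment, 37 °C; measured by: Steady-Glo luciferase luminescence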
Numbers without * were called inactive. Some of the compounds tested. The share of hits here may be higher or lower than overall.

SMILES	EBI2 antag	APJ ag	CCR6 antag	tim23-1 inh	UPR XBP1 act	APJ antag	Mdm2-MdmX inh	CXCR6 block	CHOP UPR activ
CCc1ccc(/C=N\NC(=O)c2ccc(Br)o2)s1	10.8	-2.0	12.6	8.6	3.0	13.0	-34.7	7.4	1.7
COCCN(CC(=O)NCC1CCCO1)C(=O)CCC(=O)Nc1cc(C)on1 (configuration not stated)	-0.1	-5.5	1.6	8.7	-1.3	-4.2	3.9	-4.0	-0.1
CN(CC(=O)Nc1ccccc1Cl)C(=O)COC(=O)c1ccccc1[N+](=O)[O-]	9.4	12.2	-0.6	16.8	-0.8	7.4	-5.8	-20.5	0.0
CC1=C(C#N)C(c2ccc(O)cc2)C2=C(CC(C)(C)CC2=O)N1 (configuration not stated)	-0.3	0.1	12.2	2.0	-2.8	16.4	-13.1	3.6	0.3
O=C1COc2ccc(C(=O)COc3ccc(Cl)cc3Br)cc2N1	3.9	-0.3	-7.1	28.9	-2.7	7.8	22.3	-5.5	0.5
Cc1cc(=O)n(C)c(=O)n1CCCCCN1CCCC1	2.2	-0.9	14.0	-3.6	-2.8	2.4	6.4	-2.1	-1.1
CCCOCC1CC(CCc2nc(=S)[nH][nH]2)C(=O)O1 (configuration not stated)	-9.2	-5.1	-13.0	-2.9	-2.4	18.3	7.3	4.9	-0.2
Cc1ccc(SCC(=O)Nc2cc([N+](=O)[O-])ccc2O)cc1	3.7	-5.9	15.6	2.5	-3.2	19.1	2.4	12.0	1.6
O=C(O)Cc1sc(NCc2ccco2)nc1-c1ccccc1	0.7	-5.5	5.7	5.7	-2.3	20.1	-0.2	5.8	-0.7
CC(=O)c1cccc(NC(=O)CN(c2ccccc2F)S(C)(=O)=O)c1	-17.1	-3.5	7.8	7.8	-2.8	2.4	23.6	-11.7	0.6
C=CCOc1cccc(NC(=O)c2ccccc2SC)c1	3.0	-3.2	9.7	29.6	0.4	7.2	6.3	-3.4	1.6
COc1cccc(/C=C/C(=O)OCCN2C(=O)c3ccccc3C2=O)c1	2.5	-0.8	16.6	22.4	1.3	11.4	-23.0	3.2	-0.5
Cc1oc2c(C)c3oc(=O)c4c(c3cc2c1C)CCCC4	-33.6	-2.3	12.2	36.3	4.2	7.5	18.2	-3.6	-1.2
COc1cc(COc2ccc3c(C)c(Cc4ccccc4)c(=O)oc3c2C)cc(OC)c1OC	13.3	-0.6	-0.7	16.2	-1.0	5.8	6.4	1.6	-2.7
Cn1c(=O)cc(OCC(=O)Nc2ccccn2)c2ccccc21	-8.4	-2.1	-5.8	-11.2	1.2	13.9	21.3	-10.7	-2.4
O=C(c1ccc2[nH]c(=O)c(=O)[nH]c2c1)N1CCc2ccccc2C1	-8.2	0.1	10.0	-4.0	-4.6	0.3	-7.3	-8.3	0.9
O=c1c2ccccc2nc(SCc2ccncc2)n1CC1CCCO1 (configuration not stated)	2.6	-3.8	4.4	25.1	-2.7	20.8	-44.2	1.9	0.7
Cc1cc(Br)ccc1SCC(=O)OCC(=O)Nc1ccc2[nH]c(=O)[nH]c2c1	-9.5	-2.9	8.9	9.6	-1.5	15.3	4.7	3.5	-3.0
CCN1CCN(C(=O)c2cccc(OC3CCN(S(C)(=O)=O)CC3)c2)[C@@H](C)C1=O	0.8	-6.2	2.7	1.9	-1.7	5.1	-8.4	0.9	-0.1
Cc1nc(SCC(=O)c2cccc([N+](=O)[O-])c2)n[nH]1	2.0	-3.5	28.5	-4.3	-1.8	3.5	8.9	4.4	-2.5
CCOc1ccc(-n2c(SCC(=O)NCc3ccco3)nc3c(c2=O)SCC3)cc1	3.7	10.9	4.6	7.6	0.9	-2.9	26.5	14.5	-0.1
COc1cc(OC)cc(C(=O)NCC(=O)N2CCCCCCC2)c1	-3.3	-3.4	10.6	10.8	1.2	-1.9	-4.2	1.2	-1.7
Cc1onc(-c2ccccc2)c1CNC(=O)Nc1ccc(F)cc1F	1.4	4.0	6.7	12.6	-1.0	2.5	0.2	-1.6	-2.2
NS(=O)(=O)c1ccc(NC(=O)c2cccc(Cl)c2)cc1	-5.5	-3.1	0.5	4.6	1.3	-22.6	13.0	1.0	2.0
O=C(O)c1cccc(Nc2ncnc3c2cnn3-c2ccccc2)c1	-5.4	-3.4	4.3	3.5	-6.1	12.1	-33.9	-15.6	0.5

Brought forward from above: four compounds, then new ones.
SMILES	EBI2 antag	APJ ag	CCR6 antag	tim23-1 inh	UPR XBP1 act	APJ antag	Mdm2-MdmX inh	CXCR6 block	CHOP UPR activ
COc1cc(OC)cc(C(=O)NCC(=O)N2CCCCCCC2)c1	-3.3	-3.4	10.6	10.8	1.2	-1.9	-4.2	1.2	-1.7
Cc1onc(-c2ccccc2)c1CNC(=O)Nc1ccc(F)cc1F	1.4	4.0	6.7	12.6	-1.0	2.5	0.2	-1.6	-2.2
NS(=O)(=O)c1ccc(NC(=O)c2cccc(Cl)c2)cc1	-5.5	-3.1	0.5	4.6	1.3	-22.6	13.0	1.0	2.0
O=C(O)c1cccc(Nc2ncnc3c2cnn3-c2ccccc2)c1	-5.4	-3.4	4.3	3.5	-6.1	12.1	-33.9	-15.6	0.5
O=C(COC(=O)c1ccccc1Nc1ccccc1)c1ccccc1	14.7	-6.0	21.0	14.2	2.6	-5.0	-8.9	-4.2	2.2
Fc1ccc(OCCCCN2CCOCC2)cc1	1.0	-1.1	7.7	-3.0	-1.6	-20.0	-20.0	8.8	-1.3
COc1cc(OC)cc(C(=O)N/N=C/c2ccc(OC)c(COc3ccc(F)cc3)c2)c1	-1.0	3.5	1.9	27.8	3.7	-2.9	30.2	-4.8	0.4
COc1ccc(S(=O)(=O)NCCS(=O)(=O)N2CCN(c3ccccc3)CC2)cc1	-6.6	-3.3	21.4	9.7	1.0	7.9	24.3	-4.3	-0.8
CC(=O)Nc1ccc(S(=O)(=O)N2CCN=C2SCc2ccccc2C)cc1	8.7	-1.7	15.4	0.6	-1.0	5.1	-4.7	2.4	-0.7
CCN1CCN(C(c2cccs2)C(C)NC(=O)C(=O)N2CCCCC2)CC1 (configuration not stated)	-4.3	1.6	5.0	-4.8	-1.3	8.0	18.9	-7.3	0.0
O=C(CNC(=O)c1ccccc1F)NCCc1ccc(Cl)cc1	7.5	-1.5	6.8	21.7	-3.4	-20.8	-17.7	-1.0	-0.9
Cc1cc(C)cc(SCc2noc(C(=O)NC(C)C)c2C(=O)O)c1	2.6	-5.6	4.9	9.3	-2.3	5.1	6.2	-3.0	-1.0
Cc1c(-c2ccc(Br)cc2)[n+](=O)c2c(n1[O-])CCCCC2	0.3	3.2	-5.8	0.9	-0.9	-1.8	-17.8	-2.2	-1.1
CC1CCc2sc3ncnc(N4CCOCC4)c3c2C1 (configuration not stated)	-2.7	-1.9	-15.2	2.6	-4.0	7.2	41.2	1.2	1.6
Cc1ccccc1NC(=S)N1CCCC(c2nc3ccccc3[nH]2)C1 (configuration not stated)	-9.7	-4.1	5.8	3.1	-0.4	15.3	8.0	-3.8	0.4
CCCCn1c(SCC(=O)Nc2cc(C)on2)nc2ccsc2c1=O	4.8	-1.7	4.5	-23.5	-1.5	12.3	25.1	2.9	-2.0
CC(C)N(c1nnc(N)s1)C(C)C	0.2	-0.6	5.0	1.2	2.1	-3.1	8.6	-0.1	0.6
Cc1ccc(S(=O)(=O)NC(=O)Nc2cc(C)ccc2F)cc1	-2.1	-3.4	-6.8	-1.4	2.0	2.0	-9.1	9.4	-2.6
Cc1cc(NC(=O)c2ccccc2Cl)c(C(C)C)cc1O	-5.6	0.2	-11.2	15.0	-0.3	15.0	-8.9	-6.0	-3.0
COc1ccc(C(=O)/C=C2/c3ccccc3CC(C)(C)N2C)cc1OC	3.6	-0.9	-6.0	32.5	0.9	5.7	2.0	6.4	-0.1
COCCCNC(=O)c1ccc(CS(=O)(=O)c2ccc(Br)cc2)o1	0.5	1.3	-9.8	9.5	-0.6	12.3	5.6	6.0	-0.2
CC1CC(=O)Nc2ccccc2N1C(=O)Nc1ccc(F)cc1 (configuration not stated)	-1.3	-2.6	0.5	1.3	-3.0	10.6	12.6	9.3	-1.0
COc1ccccc1N1CCN(C(=O)/C=C/c2c(Cl)nc3ccccn23)CC1	10.4	-7.3	3.7	43.6	2.3	-2.5	-13.7	0.1	-2.4
O=C1CCCC(=O)N1c1ccc(F)cc1	-5.9	-1.8	-8.7	1.2	-0.9	12.8	-4.9	3.9	0.8
O=C(/C=C/c1ccc2c(c1)OCO2)Nc1nc2ccc(F)cc2s1	-8.0	0.2	-1.0	-10.8	5.4	-31.8	73.1*	-9.7	5.4
Cc1ccc2cc(/C=N/NC(=O)CN3CCOCC3)c(Cl)nc2c1	-4.6	-0.1	18.8	4.1	-2.2	11.8	20.3	2.6	-0.7
O=P(O)(O)c1ccccc1OCCOCCOCCOCCOc1ccccc1P(=O)(O)O	-0.3	0.7	-4.0	12.1	4.4	1.7	-38.5	1.6	2.0
Cc1cccc(N2CCN(C(=O)c3ccncc3)CC2C)c1 (configuration not stated)	5.3	1.9	-3.7	11.1	1.8	1.8	26.2	-10.0	0.7
CN1CCC(=O)N([C@H](CC#N)c2ccccc2)CC1	-0.9	-0.1	0.2	12.9	1.1	0.3	19.4	-8.5	0.2
Other entries:
SMILES	EBI2 antag	APJ ag	CCR6 antag	tim23-1 inh	UPR XBP1 act	APJ antag	Mdm2-MdmX inh	CXCR6 block	CHOP UPR activ
Cc1ccc(N(C(=O)CNC(=O)c2ccco2)C(C(=O)NCC2CCCO2)c2ccccc2)cc1 (configuration not stated)	-11.1	1.2	3.2	3.3	1.9	-36.2	3.8	-11.3	-0.4
CCCn1c(O)c(CN2CCCC(C)C2)c(C)c(C#N)c1=O (configuration not stated)	-5.9	2.2	3.9	17.8	-3.4	-10.7	-48.3	5.7	-0.7
O=C(CN1CCN(C(=O)c2ccccc2)CC1)Nc1ccc(Cl)cc1F	5.5	-0.4	12.4	0.3	-6.0	6.2	20.3	6.8	0.6
COc1ccccc1C(=O)NNC(=O)C(=O)NC(C)C	-5.2	0.2	6.4	6.0	-1.1	1.7	-5.3	3.1	-0.6
CN(C)CCCCNCCCNC(=O)/C=N\O	-10.0	-1.9	-23.6	-0.4	-1.9	10.1	0.4	-4.5	1.7
CC(=O)NC(CC(=O)Nc1nccs1)c1ccccc1 (configuration not stated)	5.7	-2.7	10.4	0.7	-0.7	-0.2	-5.6	-2.1	1.5
O=C(O)C(F)(F)C(NCc1ccccc1)c1ccccc1 (configuration not stated)	-12.3	-2.3	-6.8	-2.1	-1.2	-31.2	8.7	2.8	0.3
O=C(CCNS(=O)(=O)c1cccs1)Nc1ccccc1F	7.7	-7.0	7.5	5.4	-1.1	-19.3	0.4	1.3	0.7
Cc1cc(C)n2c(Br)c(CN3CCCC(C)C3)nc2n1 (configuration not stated)	0.2	0.1	-1.0	3.1	4.4	-25.8	-1.9	3.1	0.2
